HUVEC tox TNFa = cytotoxicity in TNFa-stimulated HUVEC, primary screen, cytotoxicity control for VCAM1 expression modulator project, imaging, Hoechst nuclei count | HUVEC TNFalpha-stimulated, Hoechst cell count | 93,000 compounds, 0.17% hits | cell count reduction, % at 2 µM;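 active = cell count reduction exceeding the screen mean by over 5 SD, scaled to untreated wells per plate, cut at about 78% in these data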;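 also: cells counted after 24 h of TNF alpha exposure following the 1 h pretreatment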
FAK blocker = FAK kinase inhibitors, primary screen, biochemical | Focal adhesion kinase 1 (Homo sapiens), Q05397 | inhibition, %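 (tested at 7 µM)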 | 97,000 compounds, 0.84% hits | AID 727, 2007 | biochemical FAK kinase activity assay; in the data active = inhibition above about 19%;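 also: 0% = DMSO and 100% = reference compound high control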
IL1B cytotox = cytotoxicity in IL-1B stimulated HUVEC, primary screen, cytotoxicity control for IL-1B NFkB translocation project, imaging, Hoechst nuclear count, IL-1B stimulus | HUVEC cell count loss | cell count reduction, % at 2 µM | 94,000 compounds, 0.41% hits;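 active = cell count reduction more than 3 SD above the screen-wide mean, cut at about 70% in these data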;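 also: normalized per plate to untreated control cells as the no-loss baseline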
LYP act = LYP phosphatase activators, primary screen, biochemical, DiFMUP fluorescence, 2 µM; activation, % at 2 µM; recombinant LYP; 0 = plate median, 100 = signal doubled; 96,000 compounds, 0.11% hits; AID 697, 2007; Tyrosine-protein phosphatase non-receptor type 22 (Homo sapiens), Q9Y2R2;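 active = activation at 2 µM above a set limit, the mean plus 5 SD, cut at about 37% in these data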
ERa SRC1 inh = ERα–SRC-1 coactivator interaction inhibitors, primary screen, biochemical, TR-FRET, ERα LBD, estradiol-bound | Estrogen receptor (Homo sapiens), P03372 | TR-FRET ER-alpha LBD / SRC-1 peptide | inhibition, % at 25.6 µM | 86,000 compounds, 1.7% hits; in the data active = inhibition above about 50%;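 also: 0% = receptor plus peptide control and 100% = peptide only without receptor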
Target sequence (P03372 whole entry, looked up, the tested form may be a part): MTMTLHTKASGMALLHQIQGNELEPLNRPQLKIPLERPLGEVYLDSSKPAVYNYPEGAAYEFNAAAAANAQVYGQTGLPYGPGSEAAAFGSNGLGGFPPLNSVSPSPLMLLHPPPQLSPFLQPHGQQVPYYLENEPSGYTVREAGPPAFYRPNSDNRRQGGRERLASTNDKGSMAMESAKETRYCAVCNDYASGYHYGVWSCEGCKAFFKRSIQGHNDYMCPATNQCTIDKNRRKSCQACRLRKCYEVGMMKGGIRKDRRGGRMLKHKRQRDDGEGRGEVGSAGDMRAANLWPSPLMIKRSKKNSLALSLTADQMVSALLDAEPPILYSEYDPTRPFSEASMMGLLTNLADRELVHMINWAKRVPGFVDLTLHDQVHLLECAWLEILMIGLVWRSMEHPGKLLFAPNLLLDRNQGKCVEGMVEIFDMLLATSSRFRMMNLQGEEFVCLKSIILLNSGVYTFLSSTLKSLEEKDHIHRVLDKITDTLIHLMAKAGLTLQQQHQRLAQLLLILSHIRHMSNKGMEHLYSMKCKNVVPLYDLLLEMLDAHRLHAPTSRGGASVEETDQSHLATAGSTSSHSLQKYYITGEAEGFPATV
F-actin modifier = modifiers of F-actin cytoskeleton organization, primary screen, imaging, HUVEC, phalloidin staining, high-content imaging | HUVEC TNFa F-actin phalloidin imaging | inhibition, % at 2 µM | 91,000 compounds, 0.18% hits | AID 836, 2007;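 active = inhibition above the batch mean plus 3 SD and confirmed as a hit by visual image inspection, cut at about 30% in these data, passing the limit was not always enough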; also: strong numbers were not always called active
VCAM1 TNFa inh = inhibitors of TNFa-induced VCAM1 expression, primary screen, imaging, HUVEC, TNFa stimulus, immunofluorescence; inhibition, % at 2 µM; AID 802, 2007; 95,000 compounds, 0.48% hits; HUVEC TNFa-induced VCAM-1 immunofluorescence, high-content imaging;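 active = inhibition above the batch mean plus 3 SD, with images confirmed as a hit by eye, cut at about 37% in these data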;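 also: 0% = TNF-stimulated DMSO wells and 100% = unstimulated control wells; not every result past the cut was called active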
Pyk2 oligo antag = antagonists of Pyk2 self-association, primary screen, Q293 cells, FERM NanoBiT luminescence, HTS. Protein-tyrosine kinase 2-beta (Homo sapiens), Q14289. active compounds read low. z-score (the deposit names both 25 µM and 10 µM). 99,000 compounds, 0.83% hits. AID 1347419, 2020;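 active = Z-score of -3 or lower, scaled per plate to the spread of control and sample wells; inactive = z-score above -3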;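 also: negative z-score means lost luminescence so less FERM oligomerization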
LYP inh 2 = PTPN22 phosphatase inhibitors, primary screen, biochemical, DiFMUP fluorescence, 2 µM | Tyrosine-protein phosphatase non-receptor type 22 (Homo sapiens), Q9Y2R2 | recombinant LYP catalytic domain | inhibition, % at 2 µM | 96,000 compounds, 0.21% hits | AID 640, 2007;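 active = inhibition at 2 µM at or above a set limit, the screen mean plus 3 SD, cut at about 24% in these data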;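 also: 0% = DMSO with enzyme and 100% = enzyme fully blocked by orthovanadate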
The depositor's hits bear a star; . = no result given; [ ] = remark or other dose.

SMILES	HUVEC tox TNFa	FAK blocker	IL1B cytotox	LYP act	ERa SRC1 inh	F-actin modifier	VCAM1 TNFa inh	Pyk2 oligo antag	LYP inh 2
CCOC(=O)c1cnc(SCC(=O)Nc2ccc(N3CCOCC3)c(Cl)c2)nc1N	12	-2	-2	13	-5	-10	-7	0.32	-10
Cc1cc2nc(C)c(Cc3ccccc3)c(=O)n2[nH]1	-12	-3	14	7	14[fluorescence artefact?]	-6	6	-0.05	-9
N#Cc1nc(Cc2ccccc2)oc1N1CCN(c2ccccc2)CC1	-48	3	-40	-8	-3	21	-9	-0.66	7
C=CCn1c(N)c(C(=O)NCCC2=CCCCC2)sc1=S	-5	2	-16	-6	-2	-3	-5	-0.53	3
CC1=C(C)CS(=O)N(S(=O)(=O)c2ccccc2)C1 (configuration not stated)	8	0	1	15	-2	.	-6	-0.54	-13
C=CCn1c(=O)c(C#N)cc2c(=O)n3ccccc3nc21	-24	4	22	-4	55*	-1	22	0.75	1
NC(=O)C1=NOC(CNc2ncc(C(F)(F)F)cc2Cl)C1 (configuration not stated)	3	-1	-2	-3	5[fluorescence artefact?]	9	17	0.07	4
C=CCn1c(-c2ccc(OC)c(OC)c2)cs/c1=N\c1ccccn1	-19	-3	-25	7	.	3	2	-0.29	-3
Cc1cc(C)c2nc(N3CCCN(C(=O)c4cnccn4)CC3)c(C#N)cc2c1	38	2	-3	6	-7	53	21	0.77	-5
CC(C(=O)c1ccccc1)n1cnc2ccccc2c1=O (configuration not stated)	3	-2	-110	5	3	-9	-7	-0.15	-7
C=C(C)CSc1nc(N)c(C#N)c(-c2ccc(C)cc2)c1C#N	-5	-1	-11	-4	-3[fluorescence artefact?]	-8	10	-2.9	4
CC(C)C(=O)Nc1nnc(CCN2CCCCC2)s1	5	0	1	0	-6	1	24	0.56	1
COc1ccc(-n2nc3cc(C)c(NC(=O)C(C)C)cc3n2)cc1	-27	-2	-138	-4	22	10	-3	.	4
CC1(C)NC(=O)N(CCCOc2ccc(Br)cc2Cl)C1=O	-14	0	59	-2	-1	-5	-5	-0.38	4
CNc1c([N+](=O)[O-])cnn1-c1ccc(Cl)cc1Cl	4	0	-47	6	.	10	4	1.3	-2
COc1ccccc1C(=O)N(Cc1ccco1)C1CCS(=O)(=O)C1 (configuration not stated)	-12	2	-13	-3	-1[fluorescence artefact?]	19	16	0.29	0
COC(=O)c1c(NC(C)=O)sc2c1CCCC2	-34	1	-3	-7	-1	-11	2	0.84	10
CCOC(=O)c1ccc(NS(=O)(=O)c2cc(-c3nnnn3CC)ccc2OC)cc1	-7	-1	-120	-3	3	-1	3	-0.47	3
COc1ccc(-c2nnn(CC(=O)N3CCN(c4ccccc4OC)CC3)n2)cc1	.	-1	10	-6	-29	2	14	0.53	5
Cc1oc2cc(O)ccc2c(=O)c1N1C(=O)c2ccccc2C1=O	-27	6	2	1	3[fluorescence artefact?]	3	-1	-1.1	-4
O=C(CC(SCc1ccco1)c1ccc(O)cc1)c1cccs1 (configuration not stated)	-1	0	-4	6	13	-11	0	0.83	-6
CCOC(=O)c1sc(N)c(C#N)c1COC(=O)CNC(=O)c1cc(OC)c(OC)c(OC)c1	-26	0	-16	-3	.	-6	-8	-0.42	2
CCOC(=O)c1sc(NC(=O)c2cccs2)nc1C	45	-8	-21	-1	.	26	32	-0.18	4
Cc1c(N=Cc2ccc(Cl)o2)c(=O)n(-c2ccccc2)n1C	-30	1	-8	-3	.	-25	16	1.2	1
CCOc1c2ccc(C(=O)NCc3ccc(OC)cc3)cc2nn1CCOC	12	1	15	-4	.	-8	11	.	6
SMILES	HUVEC tox TNFa	FAK blocker	IL1B cytotox	LYP act	ERa SRC1 inh	F-actin modifier	VCAM1 TNFa inh	Pyk2 oligo antag	LYP inh 2
CC1=Nn2c(nnc2-c2cc(-c3ccccc3)n[nH]2)SC1	-6	2	17	0	.	24	9	0.65	3
CN(C)/C=C(\C=N\OCc1ccc(Cl)cc1Cl)C(=O)Nc1ccc(Cl)c(Cl)c1	-3	5	30	-5	.	-18	4	0.16	11
N#CC1=C(N)C(C#N)(C#N)C(c2cccnc2)C2COCC=C12 (configuration not stated)	.	-3	-12	4	-2	.	.	-0.55	-6
CCOC(=O)c1cnc(Nc2nc3ccccc3o2)nc1CN1CCN(C)CC1	-23	5	23	-1	.	-2	-15	1.3	5
Cc1ccc(C(=O)n2c(=S)nc3ccccn32)cc1	-8	0	14	3	-1	-1	12	.	-3
CSc1nc(N)nc(SC2C=CCCC2)c1C#N (configuration not stated)	2	2	-5	4	6	5	3	-0.56	-3
CC(C)NC(=O)c1ccc(C2SCC(=O)N2Cc2ccccc2)cc1 (configuration not stated)	-8	-2	-34	5	16	-6	15	-0.54	-11
Cc1ccc(C2=NNC(C(O)C(O)C(O)C(C)O)S2)cc1 (configuration not stated)	-9	0	1	0	.	-8	1	0.69	0
CCOC(=O)N1CCC(NC(=O)CN2C(=O)CSc3nc(C)cc(C)c32)CC1	-14	-4	-6	-2	-9	-1	-4	.	-1
O=C(CN1CCCCC1)NCCNC(=O)CN1CCCCC1	-3	-1	-18	17	-3	-34	12	0.02	-12
O=C(CC1N=C2c3ccccc3N=C(SCc3ccc(F)cc3)N2C1=O)NCc1ccco1 (configuration not stated)	1	1	1	-14	16	17	-4	-0.66	19
Cc1ccc(CN2C(=O)C3CCCN3c3ccc(S(=O)(=O)N4CCOCC4)cc32)cc1 (configuration not stated)	-3	-5	-9	1	.	-36	4	.	0
O=C(NC1CCC(NC(=O)C2CCCO2)CC1)C1CCCO1 (configuration not stated)	-8	-1	-50	6	3[fluorescence artefact?]	-3	10	.	-8
CCn1nccc1C(=O)Nc1cc(Cl)ccc1Cl	.	0	16	-16	-13	3	-15	1.4	15
COC(=O)c1cc(Br)c(=O)n(Cc2ccc(C(=O)O)cc2)c1	-29	2	-10	-7	-1	11	-7	-0.16	8
COc1cc2c(C#N)c(N3CCc4ccccc4C3)nc(N)c2c(N)n1	-19	5	-14	5	-4	-9	9	-0.38	-5
Cc1cc(C)nc(NC(=O)CN2C(=O)c3ccccc3C2=O)n1	-25	2	-6	-11	-14	18	15	1.6	10
O=C(COC(=O)COc1ccccc1[N+](=O)[O-])Nc1ccc(S(=O)(=O)N2CCCCC2)cc1	-16	-2	-5	-7	.	1	4	0.83	6
CC(C)CCN1C(=O)CCC1(C)C(=O)NC1CCCCCCC1 (configuration not stated)	-9	0	0	3	-1	-12	6	0.18	-4
COCCn1c(=S)[nH]c2cc(C(=O)N3CCc4ccccc43)ccc2c1=O	-22	1	-12	2	-11	11	3	-1.2	-4
COc1ccc(C(CNC(=O)c2cccc(N(C)C)c2)N2CCCC2)cc1 (configuration not stated)	-8	2	11	-17	1	13	6	0.2	20
O=C(NCC1CCCO1)c1cccc(-n2cnnn2)c1 (configuration not stated)	-1	1	-25	-9	-3[fluorescence artefact?]	11	6	0.09	8
Cc1nn(C(C)C(=O)N2CCc3ccccc32)c(C)c1[N+](=O)[O-] (configuration not stated)	6	2	-12	7	.	4	14	0.11	-5
Cc1ccc(NC(=O)c2ccccc2Cl)c(Cl)c1	-28	0	1	-2	.	6	-16	0.25	5
O=C(COC(=O)c1ccc(Sc2ccccc2)c([N+](=O)[O-])c1)NC1CCCc2ccccc21 (configuration not stated)	-2	1	7	-2	21	-23	9	1.1	4

3 compounds picked at random from those above:
SMILES	HUVEC tox TNFa	FAK blocker	IL1B cytotox	LYP act	ERa SRC1 inh	F-actin modifier	VCAM1 TNFa inh	Pyk2 oligo antag	LYP inh 2
CCOC(=O)c1cnc(Nc2nc3ccccc3o2)nc1CN1CCN(C)CC1	-23	5	23	-1	.	-2	-15	1.3	5
COCCn1c(=S)[nH]c2cc(C(=O)N3CCc4ccccc43)ccc2c1=O	-22	1	-12	2	-11	11	3	-1.2	-4
Cc1ccc(C(=O)n2c(=S)nc3ccccn32)cc1	-8	0	14	3	-1	-1	12	.	-3

Carrying on.
SMILES	HUVEC tox TNFa	FAK blocker	IL1B cytotox	LYP act	ERa SRC1 inh	F-actin modifier	VCAM1 TNFa inh	Pyk2 oligo antag	LYP inh 2
CCOC(=O)c1ccc(N2C(=O)CC(N(C)CCc3ccc(OC)c(OC)c3)C2=O)cc1 (configuration not stated)	.	0	13	-2	.	-1	1	0.82	0
O=c1c2c3c(sc2nc2n1CCCC2)CCC3	-22	-3	7	1	.	11	-11	0.74	-1
Cc1ccccc1N(CC(=O)NCc1ccncc1)S(C)(=O)=O	6	-6	-3	13	-4	-3	-7	1.8	-16
O=C(CN1CCCC1=O)NC1(C(F)(F)F)NC(=O)N(Cc2ccccc2)C1=O (configuration not stated)	3	2	11	-12	2	5	1	-0.06	15
COc1cc(NS(=O)(=O)c2ccc(OC)c(C)c2C)c(OC)cc1Cl	4	0	5	4	-12	-5	11	-1.8	-5
COc1ccc(NC(=O)CSc2nnc(C(C)C)n2N)cc1	-12	-1	-8	-8	-6	10	1	-0.09	6
CCOc1c2ccc(C(=O)NCc3ccc(C)cc3)cc2nn1CC	2	4	-30	8	.	3	10	.	-6
CNc1nc(OC)nc(N2CCOCC2)n1	-2	-1	-9	1	-9	-2	20	-0.92	0
CCCCN1C(=O)C2(NNc3ccccc3O2)c2ccccc21 (configuration not stated)	-10	1	-18	-6	.	0	8	-0.64	8
c1ccc(CNc2nnnn2-c2ccccc2)cc1	.	4	-33	-2	-5	.	.	1.3	1
N=C(N)SCc1nc2ccccc2c(=O)n1-c1ccccc1Cl	-3	4	-36	-11	.	-5	3	-1.3	15
CCOc1ccc(-n2nnc3c(=O)n(CC(=O)N4CCCc5ccccc54)cnc32)cc1	-14	2	-13	8	.	-4	5	.	-11
COc1ccc(-c2noc(CSc3nnc(-c4ccccc4)n3C)n2)cc1	-6	-1	-3	0	-2	1	1	-0.1	-1
O=C(CCC1CCCC1)N1CCN(C(=O)c2ccco2)CC1	-16	-3	-9	-6	-2[fluorescence artefact?]	-4	-3	-0.44	6
CCCCCCOC(=O)C(C#N)c1nc2ccccc2nc1N1CCOCC1 (configuration not stated)	-6	-1	-40	-8	-14	9	-30	-2.1	6
O=C(CSCc1ccc(F)cc1)Nc1ccccc1	-13	-2	-26	12	.	-15	11	0.11	-6
COc1ccccc1CN(Cc1nc2ccccc2c(=O)[nH]1)C(=O)Nc1cccc(C)c1	22	-1	13	1	-2	-23	-15	-0.63	1
Cc1cc(C)c(C(N)=O)c(Nc2cccc3ccccc23)n1	-10	-2	-25	-1	-5	6	1	-0.38	-1
COc1cccc(Nc2nc(N)nc(C(F)(F)F)n2)c1	-29	-2	-3	-6	19	-2	0	1.9	5
Cc1ccc(S(=O)(=O)c2c(N)n(NC(=O)C3CC3)c3nc4ccccc4nc23)cc1	-6	4	9	-2	2[fluorescence artefact?]	8	2	0.34	0
C=CCOc1ccc(/C(O)=C2/C(=O)C(=O)N(CCCN3CCOCC3)C2c2ccccc2)cc1 (configuration not stated)	-22	-2	23	-5	3	5	6	1.3	6
CN(C(=O)c1ccc2c(c1)C(=O)N(CCC1=CCCCC1)C2=O)C1CCCCC1	23	7	5	-15	.	-11	10	.	12
COc1ccc(C(=O)Nc2nnc(Cc3cccs3)s2)cc1OC	-4	-15	2	4	12[fluorescence artefact?]	-20	-4	-0.37	-6

Screens (PubChem BioAssay)
